# Compound activity deposited in PubChem BioAssay by several laboratories.
# NPY1 pot ag – NPY-Y1 receptor potentiators or agonists, primary screen, cell-based; activation, % at 3.6 µM; 220,000 tested, 0.37% active; NPY-Y1 expressing cells, potentiator/agonist activation; AID 1304, 2008; Neuropeptide Y receptor type 1 (Homo sapiens), P25929; in the data active = activation above about 33%, passing the limit was not always enough;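 also: cells stimulated with NPY at EC10 then isoproterenol at EC100; 0% = low agonist plus stimulus and 100% = saturating agonist plus stimulus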
# S1P4 antagonist – S1P4 receptor antagonists, primary screen, cell-based; Sphingosine 1-phosphate receptor 4 (Homo sapiens), O95977; 220,000 tested, 0.26% active; S1P4-expressing cells, antagonist mode, reporter read-out; inhibition, % at 4.98 µM; in the data active = inhibition above about 29%;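 also: 0% = wells stimulated with agonist and 100% = vehicle wells without agonist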
# Target sequence (O95977 whole entry, looked up): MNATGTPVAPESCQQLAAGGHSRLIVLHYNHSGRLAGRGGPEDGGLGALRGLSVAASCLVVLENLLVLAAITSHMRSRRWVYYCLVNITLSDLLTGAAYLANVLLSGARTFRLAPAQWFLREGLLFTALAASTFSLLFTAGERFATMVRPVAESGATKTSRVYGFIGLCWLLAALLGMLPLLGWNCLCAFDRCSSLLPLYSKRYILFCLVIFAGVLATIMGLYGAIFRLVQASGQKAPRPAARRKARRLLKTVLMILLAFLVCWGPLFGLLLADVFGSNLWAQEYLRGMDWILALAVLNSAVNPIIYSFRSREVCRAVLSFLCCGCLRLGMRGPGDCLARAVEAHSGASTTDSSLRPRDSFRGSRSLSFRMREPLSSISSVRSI
# eIF4E 4G PPI – eIF4E–eIF4G protein interaction inhibitors, primary screen, biochemical, uHTS, TR-FRET, eIF4GI fragment. Eukaryotic translation initiation factor 4E (Mus musculus) + Eukaryotic translation …. TR-FRET eIF4E-eIF4GI(517-606) binding, 2 h. 220,000 tested, 0.37% active. AID 782, 2007. inhibition, % at 21.7 µM;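 active = inhibition above about 30%, limit read from the data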;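 also: 0% = full FRET control wells and 100% = background wells lacking eIF4GI fragment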
# NPY-Y1 antag – NPY-Y1 receptor antagonists, primary screen, cell-based; Neuropeptide Y receptor type 1 (Homo sapiens), P25929; HEK293-CNG Y1 cells, membrane potential fluorescence; NPY at EC95, then isoproterenol; inhibition, % at 3.6 µM; 200,000 tested, 1% active; AID 1040, 2008;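 active = inhibition above the campaign mean inhibition of all tested compounds plus 3 SD, cut at about 20% in these data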;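 also: 0% = DMSO wells given NPY plus isoproterenol and 100% = isoproterenol alone without NPY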
#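 Benchmarks – high control isoproterenol alone, low control NPY with isoproterenol · Material – HEK293 Y1/CNG channel cell line · Times – dye 3 h, compound 60 min room temperature, stimulation 45 min · Probe or stimulus – NPY (25 nM), isoproterenol (1 µM), Ro 20-1724 (25 µM) · Evaluation – % inhibition of NPY effect · Signal – fluorescence, membrane potential probe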
# PGE2 EP2 inh – human EP2 receptor antagonists, primary screen, TR-FRET cAMP, C6 glioma cells | Prostaglandin E2 receptor EP2 subtype (Homo sapiens), P43116 | C6 glioma cells expressing human EP2; cells stimulated with saturating PGE2 | inhibition, % at 25 µM | 260,000 tested, 0.52% active | AID 1422, 2008;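 active = percent inhibition above 40 after rounding to a whole number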;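 also: rat C6 glioma host cells with rolipram phosphodiesterase inhibitor present; the protocol text gives 20 µM as final concentration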
# Target sequence (P43116 whole entry, looked up): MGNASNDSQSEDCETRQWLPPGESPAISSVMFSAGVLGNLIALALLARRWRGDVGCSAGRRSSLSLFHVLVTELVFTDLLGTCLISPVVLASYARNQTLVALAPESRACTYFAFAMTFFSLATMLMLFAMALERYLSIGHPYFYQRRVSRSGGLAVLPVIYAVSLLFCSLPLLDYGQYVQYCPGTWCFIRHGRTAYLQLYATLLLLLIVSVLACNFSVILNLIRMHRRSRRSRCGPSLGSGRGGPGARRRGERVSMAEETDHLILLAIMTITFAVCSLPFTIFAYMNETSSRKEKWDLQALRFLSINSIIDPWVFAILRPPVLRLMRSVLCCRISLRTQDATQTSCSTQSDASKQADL
# p97 ATPase inh – inhibitors of human p97 ATPase, primary screen, biochemical; AID 1481, 2009; 220,000 tested, 0.42% active; inhibition, % at 8 µM; recombinant p97 ATPase, Kinase-Glo ATP luminescence, 3 h; Transitional endoplasmic reticulum ATPase (Homo sapiens), P55072; in the data active = inhibition above about 15%;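 also: 0% = DMSO vehicle and 100% = wells lacking enzyme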
# NPY-Y2 PAM-ag – NPY-Y2 potentiators or agonists, primary screen, cell-based; Neuropeptide Y receptor type 2 (Homo sapiens), P49146; cells expressing NPY-Y2, potentiator/agonist read-out; activation, % at 3.6 µM; 220,000 tested, 0.45% active; AID 1359, 2008; in the data active = activation above about 27%;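 also: cells stimulated with NPY near EC25 plus isoproterenol at EC100; 0% = vehicle plus submaximal agonist and 100% = vehicle plus saturating agonist; some results beyond the cut were filed as inactive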
# EP2 mod – EP2 receptor modulators, cAMP readout, primary screen, cell-based, HTRF cAMP, PGE2 stimulation. AID 940, 2007. induction, % at 25 µM. Prostaglandin E2 receptor EP2 subtype (Homo sapiens), P43116. EP2-expressing cells, cAMP HTRF FRET, PGE2 co-stimulation. 260,000 tested, 0.83% active;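 active = compounds whose cAMP rise, as percent of the full-agonist control response, exceeds 60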;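 also: rat C6 glioma line stably carrying human EP2 under a CMV promoter; the protocol text gives 20 µM as final concentration; 100% = response of wells given 1 µM PGE2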
# S1P4 ag – S1P4 receptor agonists, primary screen, cell-based. AID 1509, 2009. activation, % at 4.98 µM. 220,000 tested, 0.35% active. S1P4-expressing cell line, agonist reporter assay; in the data active = activation above about 11%;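 also: 0% = DMSO vehicle and 100% = reference agonist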
# An asterisk follows results filed as active; x = no result given; & = joins results of further samples; [ ] = another dose, or the depositor's remark. These rows are one share of the data; rates above refer to the full screens.
SMILES,NPY1 pot ag,S1P4 antagonist,eIF4E 4G PPI,NPY-Y1 antag,PGE2 EP2 inh,p97 ATPase inh,NPY-Y2 PAM-ag,EP2 mod,S1P4 ag
CCOc1cc(N2CCOCC2)c(OCC)cc1NC(=O)CN1C(=O)C2CC=CCC2C1=O (stereo unspecified),21,-12,1,1,9,3,7,12,-0.7
COc1ccc2c(c1OC)C(=O)N1C(C(=O)O)Cc3c([nH]c4ccccc34)C21 (stereo unspecified),4,-2,1,3,2,2,1,13,0.5
CC1=C(C(=O)OCc2ccccc2)C(/C=C/c2ccccc2)N2C(=O)CCSC2=N1 (stereo unspecified),8,-12,6[fluorescence artefact?],9,6,-4,-6,40,-2.1
COc1ccc(CNc2oc(-c3cccc4ccccc34)nc2P(=O)(OC)OC)cc1,3,3,-5,3,16,-1,7,12,-0.6
c1ccc(Oc2cccc(OCCCCSc3ncccn3)c2)cc1,-16,4,-3,5,25,0,-2,43,0.8
O=C(Nc1ccc(CN2CCCCC2)cc1)Nc1ccc(Br)cc1Cl,6,12,0,-3,6,4,-12,-85,-1.1
CN(C)c1nc(N(C)C)nc(N2CC(=O)N(c3ccccc3)C2=N)n1,-4,4,0,0,2,3,0,-18,-2.1
C[C@@H](C(=O)OCn1nnc2ccccc2c1=O)N1C(=O)C2CCCCC2C1=O (stereo partly specified),12,-4,-4,-5,3,-1,1,11,1.3
CCOC(=O)c1cc(C)n(-c2ccc(OC)c(OC)c2)c1C,-9,-7,-3,3,14,0,2,19,0.5
COc1cc(/C=C2/C(=O)ON=C2C)ccc1OCc1ccccc1F,-10,-9,-34,10,29,-2,11,-33,-3.3
COc1cc(OC)cc(C(=O)N2CCC(N3CCCCCC3)CC2)c1,-9,3,6,2,5,-2,-2,4,0.2
CC(C)C(NC(=O)c1ccccc1)C(=O)N/N=C\c1ccco1 (stereo unspecified),2,-9,3,4,4,0,5,26,0.1
Cn1c(CN2CCN(c3cccc(Cl)c3)CC2)nc2ccccc21,-22,0,3[fluorescence artefact?],-1,2,-1,-4,-63,1.1
COc1ccc(OC)c2c(=O)cc(C(=O)O)[nH]c12,-13,10,1,x,4,-2,2,10,0.6
O=C(Nc1ccsc1C(=O)N1CCCC1)c1ccccc1,3,-15,-7,3,6,-2,5,14,1.3
Cn1nnnc1Sc1ccc([N+](=O)[O-])cc1Cl,-33,-3,4,1,0,0,-4,7,1.0
Cc1nc(N2CCOCC2)sc1C=O,-9,3,0,-1,7,0,-7,26,0.8
CCOC(=O)Cc1csc(SCc2nc3sc4c(c3c(=O)[nH]2)CCC4)n1,-26,6,-1,2,12,-1,-8,-8,2.6
CN(C)c1cccc(N(C)C)c1CNC(=O)C(C)(C)C,-10,-30,-3,x,6,0,-10,-3,1.6
CCOC(=O)Nc1sc2c(c1C#N)CCCC2,-17,2,-9,5,5,-3,-2,-18,-1.4
CCc1ccc2nc(SCC(=O)N(CC)CC)c(C#N)cc2c1,-2,-5,6,-2,19&5,1,2,2&6,-0.7
CCOC(=O)c1ccc(N2C(=O)C=CC2=O)cc1,5,1,28,2,111*,4,-3,-39,1.3
O=C(COc1ncnc2ccccc12)NCCc1ccccc1,0,-10,-2,2,4,1,3,20,2.5
O=C(CSc1ccc(C(F)(F)F)cn1)Nc1ccccc1,-10,4,1,x,7,-1,-20,-5,-0.1
Cc1ccc(-c2nc(C3CCCN(S(=O)(=O)c4ccc(C(C)(C)C)cc4)C3)no2)cc1 (stereo unspecified),-3,-23,1,1,11,-9,9,17,1.0

# Additional entries
SMILES,NPY1 pot ag,S1P4 antagonist,eIF4E 4G PPI,NPY-Y1 antag,PGE2 EP2 inh,p97 ATPase inh,NPY-Y2 PAM-ag,EP2 mod,S1P4 ag
O=C(O)c1ccc(Nc2ncc([N+](=O)[O-])cc2[N+](=O)[O-])cc1,19,-22,0,0,9,7,-3,6,0.5
N#Cc1ccc2ccn(CC(=O)N3CCCc4ccccc43)c2c1,10,-6,-4,-5,3,0,0,-50,3.3
S=C(Nc1ccccc1)N1CCn2c(nc3ccccc32)C1,3,-6,-6,2,14,-1,12,-31,2.2
c1ccc(-c2nnc(Cn3c4ccccc4c4nc5ccccc5nc43)o2)cc1,-28,-6,x,6,x,2,-4,x,3.0
Cc1ccc(NC(=O)CC2S/C(=N/N=C3/NC(=O)CS3)NC2=O)cc1 (stereo unspecified),8,3,2,4,6,5,21,37,2.7
CN(C)C(=O)N1CCC(C(=O)NCc2ccc3c(c2)OCO3)CC1,5,-12,9[fluorescence artefact?],2,10,1,3,33,-0.7
CCC(=O)NC(=S)Nc1ccc(N2CCN(C(=O)c3ccc(Cl)cc3)CC2)cc1,32,1,-9,-9,16,0,7,-47,0.0
Cn1c(=O)cc(SCC(=O)NCCCN2CCOCC2)c2ccccc21,5,1,-4[fluorescence artefact?],-2,5,5,-1,22,-0.4
Cc1nn(Cc2ccccc2)c(C)c1NC(=O)CSc1nc2sc3c(c2c(=O)n1C)CCC3,-9,-1,x,5,5,2,20,x,2.7
CCOC(=O)C1CCCN(CC(O)COCc2ccc3c(c2)OCO3)C1 (stereo unspecified),-6,-4,5,10,3,7,1,32,1.8
CCN(C(=O)Cn1c(=O)oc2ccccc21)c1cccc(C(F)(F)F)c1,-5,-14,-5[fluorescence artefact?],1,15,-1,6,-21,1.3
Cc1ccc(NC(=O)N(CCCN2CCOCC2)Cc2cccnc2)cc1C,-1,-10,4,1,9,2,-14,25,4.2
CCOc1ccc(C2c3c(oc4cc(C)c(C)cc4c3=O)C(=O)N2CCCN2CCOCC2)cc1 (stereo unspecified),-21,-6,4,9,11,-4,4,-5,1.2
Cc1ccnc(NS(=O)(=O)c2ccc(N=CC3=C(O)CC(C)(C)CC3=O)cc2)n1,-5,-5,-10,-2,4,4,3,39,-0.2
CCOC(=O)CC1COCCN1Cc1cn(C)nc1-c1ccccc1F (stereo unspecified),18,-20,-2,0,11,3,6,-4,1.9
COc1ccc(C(Nc2cccc([N+](=O)[O-])c2)P(=O)(OC(C)C)OC(C)C)cc1 (stereo unspecified),2,-20,4,x,7,-6,-3,5,0.7
O=C(COc1ccc(/C=C\[N+](=O)[O-])cc1)N1CCOCC1,-4,-8,9,-2,6,-3,-8,-52,-1.0
CC1(C)Cc2ccccc2-c2nnc(-c3ccc4ccccc4n3)n21,4,-14,-2,-2,0,-2,24,-29,-2.2
CC(C)(C)NC(=O)NCC1CCCC1NC(=O)NC(C)(C)C (stereo unspecified),6,-4,-6,x,3,-1,-18,12,-1.0
Cn1c(=O)c2c(nc(N3CCNCC3)n2Cc2cccc3ccccc23)n(C)c1=O,-12,-12,-1,2,12,-3,5,2,0.7
Nc1ccc(S(=O)(=O)N2CCCC2)cc1Cl,-4,-23,-2,x,9,2,5,-8,-0.9
O=C(CC(NS(=O)(=O)c1ccc(Cl)cc1)c1ccco1)NCc1cccnc1 (stereo unspecified),2,4,-2,-5,6,5,14,46,0.4
Cc1cccc(/C=C/C(=O)c2cc(Br)ccc(=O)c2O)c1,14,9,-1[fluorescence artefact?],0,26,5,-7,-30,0.7
COc1ccccc1N1CCN(C(c2ccc(C)cc2)c2nnnn2C(C)C)CC1 (stereo unspecified),5,-8,1,14,20,2,-13,19,1.7

# Some of the entries so far, field by field.
> O=C(O)c1ccc(Nc2ncc([N+](=O)[O-])cc2[N+](=O)[O-])cc1
  NPY1 pot ag = 19 | S1P4 antagonist = -22 | eIF4E 4G PPI = 0 | NPY-Y1 antag = 0 | PGE2 EP2 inh = 9 | p97 ATPase inh = 7 | NPY-Y2 PAM-ag = -3 | EP2 mod = 6 | S1P4 ag = 0.5
> N#Cc1ccc2ccn(CC(=O)N3CCCc4ccccc43)c2c1
  NPY1 pot ag = 10 | S1P4 antagonist = -6 | eIF4E 4G PPI = -4 | NPY-Y1 antag = -5 | PGE2 EP2 inh = 3 | p97 ATPase inh = 0 | NPY-Y2 PAM-ag = 0 | EP2 mod = -50 | S1P4 ag = 3.3

# Some values from the results shown:
# CCOc1ccc(C2c3c(oc4cc(C)c(C)cc4c3=O)C(=O)N2CCCN2CCOCC2)cc1 (stereo unspecified) in S1P4 ag: 1.2
# Cn1c(=O)cc(SCC(=O)NCCCN2CCOCC2)c2ccccc21 in PGE2 EP2 inh: 5

# Arranged by number of heavy atoms (lowest first): some entries from above.
SMILES,NPY1 pot ag,S1P4 antagonist,eIF4E 4G PPI,NPY-Y1 antag,PGE2 EP2 inh,p97 ATPase inh,NPY-Y2 PAM-ag,EP2 mod,S1P4 ag
O=C(COc1ccc(/C=C\[N+](=O)[O-])cc1)N1CCOCC1,-4,-8,9,-2,6,-3,-8,-52,-1.0
CCN(C(=O)Cn1c(=O)oc2ccccc21)c1cccc(C(F)(F)F)c1,-5,-14,-5[fluorescence artefact?],1,15,-1,6,-21,1.3
Cc1nn(Cc2ccccc2)c(C)c1NC(=O)CSc1nc2sc3c(c2c(=O)n1C)CCC3,-9,-1,x,5,5,2,20,x,2.7
